# Salmonella PhoP GFP: Inhibition of PhoP regulon, Salmonella typhi GFP reporter cells, confirmation, 4 h (AID 1850); inhibition, % at 50 µM, or IC50 in µM where a hit was titrated; 310,000 tested, 0.33% active; Salmonella Typhi PhoP-promoter GFP reporter, fluorescence, 4 h; higher % means a stronger effect; in the data active = a potency from the dose series; inconclusive = inhibition mostly from about 25% at the one dose, without a potency; inactive = the rest, 99 in 100 with inhibition below about 19%;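 note: 0% = induced wells with vehicle and 100% = uninduced wells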
# M. tuberculosis HTS: M. tuberculosis growth inhibition, HTS (AID 449762) | M. tuberculosis H37Rv growth inhibition, 7H9 media; higher % means a stronger effect | inhibition, % at 25 µM; hits with a dose series show IC50 in µM | 330,000 tested, 0.59% active; in the data active = a potency from the dose series; inconclusive = inhibition above about 70% without an active follow-up result;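 note: bacterial growth assessed after seven days of incubation; strong numbers were not always called active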
# VEEV TC-83 Vero: inhibitors of VEEV TC-83 cytopathic effect, confirmation, Vero cells (AID 588727); Vero cells, VEEV TC-83 cytopathic effect inhibition; higher % means a stronger effect; inhibition, % at 20 µM; hits with a dose series show IC50 in µM; 350,000 tested, 0.13% active; in the data active = a potency from the dose series; inconclusive = inhibition mostly from about 14% at the one dose, without a potency; inactive = the rest, 99 in 100 with inhibition below about 12%; note: strong numbers were not always called active
# influenza NS1A: NS1A inhibition, H1N1 influenza, cell based functional assay (AID 504329); NS1A functional cell-based assay, percent inhibition; higher % means a stronger effect; one-dose inhibition, % at 12.5 µM; IC50 in µM for titrated hits; 340,000 tested, 0.3% active; in the data active = a potency from the dose series; inconclusive = inhibition above about 27% without an active follow-up result; note: strong numbers were not always called active
# M. tuberculosis: growth inhibition of non-replicating M. tuberculosis (AID 488890); Mycobacterium tuberculosis non-replicating, growth inhibition; higher % means a stronger effect; inhibition, % at 25 µM, or IC50 in µM where a hit was titrated; 320,000 tested, 0.39% active; in the data active = a potency from the dose series; inconclusive = inhibition mostly from about 82% at the one dose, without a potency; inactive = the rest, 99 in 100 with inhibition below about 76%;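 note: plate controls were DMSO cells for no effect and high antibiotic wells for full effect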
# VEEV TC-83 Vero 10K pilot screen: also measured in VEEV TC-83 Vero; calls as there; inhibition, %; measured here: 10K pilot screen inhibition
# An asterisk follows results filed as active; i = inactive; ? = inconclusive; · = no result given.
SMILES,Salmonella PhoP GFP,M. tuberculosis HTS,VEEV TC-83 Vero,influenza NS1A,M. tuberculosis,others
COC(=O)c1ccc(/C=C2/SC(=S)N(CCCC(=O)Nc3ccccn3)C2=O)cc1,-4%,2%,2.7%,5%,?,
CCC1(c2ccc(C)cc2)NC(=O)N(CC(=O)Nc2cccc(S(=O)(=O)N3CCCC3)c2)C1=O (centres undefined),·,-6%,6.2%,-15%,25%,
CC/C(=N/NC(=O)CCC(=O)Nc1ccccc1OC)c1ccccc1,0%,-1%,1.0%,6%,-17%,
CCOc1ccc(C(=O)NCC(=O)N2CCN(C/C=C/c3ccccc3)CC2)cc1OCC,-5%,-5%,0.5%,2%,-15%,
Cc1cccc(COc2ccc(/C(O)=C3\C(=O)C(=O)N(CCN(C)C)C3c3ccncc3)cc2)c1 (centres undefined),-9%,-3%,1.3%,1%,0%,
COC(=O)CN(c1nc(C)c(Cl)c(OC)n1)S(=O)(=O)c1ccc(C)cc1,12%,-9%,i,4%,4%,
Cn1c(O)c(/C=N/NC(=O)c2ccncc2)c(=O)[nH]c1=S,11%,?,i,·,54%,
Cc1nnc(SCC(=O)Nc2ccc(F)cc2)n(N)c1=O,0%,-1%,6.7%,-15%,13%,
Clc1ccc(CSCCc2ccncc2)cc1,3%,33%,1.2%,-15%,66%,
Cc1ccc(SCC(=O)c2ccc[nH]2)cc1,16%,10%,1.9%,9%,41%,
CC1CC1C(=O)Nc1cc(S(=O)(=O)N2CCOCC2)ccc1N1CCCC1 (centres undefined),6%,6%,0.5%,-1%,9%,
N#Cc1ccc(C(=O)Nc2ccc3ccccc3c2)cc1,5%,55%,i,-11%,-1%,
Cc1nc(NCCc2ccccc2F)c(C#N)c(C)c1[N+](=O)[O-],-21%,7%,1.2%,-2%,-3%,
CCN(C(=O)COC(=O)c1c(NC(C)=O)sc(C)c1C)C1CCS(=O)(=O)C1 (centres undefined),-4%,-6%,0.6%,-7%,-2%,
CC1CN(C(=O)c2cc3cc(Cl)ccc3[nH]2)CC(C)O1 (centres undefined),-1%,4%,1.2%,19%,-4%,
Clc1ccc(/C=N/NC(=Nc2ccccc2)c2ccccn2)c(Cl)c1,-3%,?,0.7%,-6%,23%,
CN(C)c1ncnc2c1ccn2C1OC(CO)C(O)C1O (centres undefined),·,·,68%,0%,·,
CCCC(CCC)C(=O)Oc1cc(C)[nH]c(=O)c1[N+](=O)[O-],-11%,13%,i,1%,14%,
COc1ccc(CNc2ccc(C)c(C)c2)c(OC)c1OC,-5%,-2%,3.2%,1%,33%,
O=C(CN1CCOc2ccccc21)NCc1ccc(F)cc1,7%,-4%,0.0%,-1%,-18%,

# Part of the list above in order of molecular weight, ascending.
SMILES,Salmonella PhoP GFP,M. tuberculosis HTS,VEEV TC-83 Vero,influenza NS1A,M. tuberculosis,others
Cc1ccc(SCC(=O)c2ccc[nH]2)cc1,16%,10%,1.9%,9%,41%,
Clc1ccc(CSCCc2ccncc2)cc1,3%,33%,1.2%,-15%,66%,
N#Cc1ccc(C(=O)Nc2ccc3ccccc3c2)cc1,5%,55%,i,-11%,-1%,
CN(C)c1ncnc2c1ccn2C1OC(CO)C(O)C1O (centres undefined),·,·,68%,0%,·,
CCCC(CCC)C(=O)Oc1cc(C)[nH]c(=O)c1[N+](=O)[O-],-11%,13%,i,1%,14%,
O=C(CN1CCOc2ccccc21)NCc1ccc(F)cc1,7%,-4%,0.0%,-1%,-18%,
COc1ccc(CNc2ccc(C)c(C)c2)c(OC)c1OC,-5%,-2%,3.2%,1%,33%,
Cn1c(O)c(/C=N/NC(=O)c2ccncc2)c(=O)[nH]c1=S,11%,?,i,·,54%,
Cc1nnc(SCC(=O)Nc2ccc(F)cc2)n(N)c1=O,0%,-1%,6.7%,-15%,13%,
Cc1nc(NCCc2ccccc2F)c(C#N)c(C)c1[N+](=O)[O-],-21%,7%,1.2%,-2%,-3%,
CC/C(=N/NC(=O)CCC(=O)Nc1ccccc1OC)c1ccccc1,0%,-1%,1.0%,6%,-17%,
Clc1ccc(/C=N/NC(=Nc2ccccc2)c2ccccn2)c(Cl)c1,-3%,?,0.7%,-6%,23%,
CC1CC1C(=O)Nc1cc(S(=O)(=O)N2CCOCC2)ccc1N1CCCC1 (centres undefined),6%,6%,0.5%,-1%,9%,
COC(=O)CN(c1nc(C)c(Cl)c(OC)n1)S(=O)(=O)c1ccc(C)cc1,12%,-9%,i,4%,4%,
CCN(C(=O)COC(=O)c1c(NC(C)=O)sc(C)c1C)C1CCS(=O)(=O)C1 (centres undefined),-4%,-6%,0.6%,-7%,-2%,
COC(=O)c1ccc(/C=C2/SC(=S)N(CCCC(=O)Nc3ccccn3)C2=O)cc1,-4%,2%,2.7%,5%,?,
CCOc1ccc(C(=O)NCC(=O)N2CCN(C/C=C/c3ccccc3)CC2)cc1OCC,-5%,-5%,0.5%,2%,-15%,
Cc1cccc(COc2ccc(/C(O)=C3\C(=O)C(=O)N(CCN(C)C)C3c3ccncc3)cc2)c1 (centres undefined),-9%,-3%,1.3%,1%,0%,
CCC1(c2ccc(C)cc2)NC(=O)N(CC(=O)Nc2cccc(S(=O)(=O)N3CCCC3)c2)C1=O (centres undefined),·,-6%,6.2%,-15%,25%,

# The list goes on.
SMILES,Salmonella PhoP GFP,M. tuberculosis HTS,VEEV TC-83 Vero,influenza NS1A,M. tuberculosis,others
COc1ccccc1C(=O)COC(=O)c1cnc(C)cn1,-3%,0%,0.1%,4%,-6%,
CCOC(=O)c1cnc(SCC(=O)N2CCC(C(N)=O)CC2)nc1N,4%,0%,2.7%,-8%,-8%,
CC(=O)Nc1ccc(C2=NN(Cc3nnc(-c4ccccc4)o3)C(=O)SC2)cc1,-2%,13%,12%,0%,-1%,
O=C(c1cccc(C(F)(F)F)c1)N(c1ccccn1)C1CCCCC1,0%,-3%,1.3%,-4%,-1%,
COc1ccccc1NS(=O)(=O)c1ccc(NC(=O)CCNC(=O)c2ccco2)cc1,-12%,4%,i,22%,12%,
Cc1ccccc1CNCc1ccc2c(c1)OCO2,·,·,2.0%,-2%,·,
COc1nc(OC)nc(Oc2ccc([N+](=O)[O-])cc2Cl)n1,-5%,3%,1.9%,-8%,1%,
COc1ccc(OCc2cc(C(=O)NC3CCOC(C)(C)C3)no2)c2ccccc12 (centres undefined),-5%,4%,2.1%,6%,14%,
CN1OC(c2ccccc2)=C(CO)C1c1ccccc1 (centres undefined),-1%,-2%,0.1%,1%,9%,
Cc1ccc(C2=NN(C(=O)CCC(=O)O)C(c3cccc([N+](=O)[O-])c3)C2)cc1 (centres undefined),1%,-3%,0.3%,-6%,1%,
O=C(CCc1nnc(Cc2ccc(-c3ccccc3)cc2)o1)N1CCCC1,-35%,13%,0.5%,2%,15%,
O=C1COc2ccc(C(=O)COC(=O)c3ccc4ccccc4n3)cc2N1,-11%,-3%,0.1%,-3%,5%,
Cc1cccc(C)c1NC(=O)C(NS(=O)(=O)c1cccs1)c1ccccc1 (centres undefined),-6%,5%,0.6%,-4%,9%,
CCOC(=O)c1cnc(-n2nc(C)cc2C)nc1NNc1nc(-c2ccccc2)cc(-c2ccccc2)n1,-5%,?,i,39%,76%,VEEV TC-83 Vero 10K pilot screen=3.7
COc1ccc(/C=N/Nc2cn[nH]c(=O)c2Cl)cc1,6%,1%,1.1%,7%,21%,
CC1CCCCC1NC(=O)CN1CCC(O)(c2ccc(F)cc2)CC1 (centres undefined),-9%,4%,0.1%,-5%,6%,
CCOc1cc(C)c(Cl)cc1S(=O)(=O)N1CCCC1,5%,0%,i,-3%,15%,
Cc1ccc(NC(=O)CCC(=O)NNC(=O)COc2ccc([N+](=O)[O-])cc2)cc1C,1%,?,0.7%,22%,-3%,
O=C(Nc1nnc(-c2ccccc2F)s1)c1cccnc1,0%,-2%,3.4%,-6%,6%,
CCCCOP(=O)(c1ccc(N(C)C)cc1)C(Nc1ccccc1)c1ccccc1 (centres undefined),-6%,9%,2.0%,4%,15%,
COC(=O)c1ccc2c(=O)n(Cc3ccc4c(c3)OCO4)c(SCC(=O)N3CCCC3)nc2c1,4%,-6%,·,·,6%,
CSc1c(CC(=O)NCCO)n(C)c2ccccc12,0%,5%,i,-8%,1%,
CCN1CCc2c(OCC(=O)Nc3cccc(C)c3C)cccc2C1=O,-28%,7%,·,·,8%,
CCS(=O)(=O)N1CCN(c2ccc([N+](=O)[O-])c(NCC3CCCO3)c2)CC1 (centres undefined),14%,2%,2.0%,3%,4%,
CC(=O)Nc1ccc(/C(C)=N/Nc2nc(Nc3ccccc3)nc(N3CCOCC3)n2)cc1,-4%,44%,7.6%,16%,42%,
Cc1n[nH]c(C)c1S(=O)(=O)N1CCCC(C(=O)N2CCN(c3ccc(Cl)cc3)CC2)C1 (centres undefined),-7%,-7%,i,6%,30%,
COCC(=O)N1CCC(Oc2ccc(C(=O)NC(C)c3nc(C)sc3C)cc2)CC1 (centres undefined),5%,5%,1.4%,-3%,4%,
O=C(c1cnn2c(C(F)F)cc(-c3ccccc3)nc12)N1CCc2ccccc2C1,-7%,40µM*,4.4%,5%,39%,
CCN(CC)c1ccc(C(=O)c2cnc(/N=C/N(C)C)s2)cc1,9%,-2%,7.0%,-8%,10%,
O=S(=O)(NC1CCN(Cc2ccccc2)CC1)c1cccc2cccnc12,-6%,-6%,0.1%,-20%,-1%,
N/C(=N\NS(=O)(=O)c1ccc(Cl)cc1)c1ccccn1,4%,13%,i,-19%,-1%,
CC12CC[C@H]3[C@@H](CCC4(O)C[C@H](O)CCC34/C=N/NC(=O)c3ccccc3O)C1(O)CCC2C1=CC(=O)OC1 (some centres undefined),1%,-3%,?,-13%,1%,
CCOc1ccc(NC(=O)CCn2c(=S)oc3ccccc32)cc1,-5%,-10%,0.4%,-7%,13%,
C[C@H](NC(=O)OC(C)(C)C)C(=O)NCC1CCC(C(=O)O)CC1 (some centres undefined),-5%,6%,0.8%,4%,-7%,
CCCn1nc(C(=O)Nc2ccc(-n3cnnn3)cc2)c2ccccc2c1=O,·,·,5.0%,2%,·,
COc1cc(C=O)ccc1OCCCCOc1ccccc1[N+](=O)[O-],-5%,-36%,0.9%,3%,i,
Cc1ccccc1N(CC(=O)NCc1ccco1)C(=O)CNS(=O)(=O)c1ccc(F)cc1,-2%,-3%,0.5%,7%,-24%,
CCC(C)NC(=O)c1c(N)n(/N=C/c2ccccn2)c2nc3ccccc3nc12 (centres undefined),-6%,9.7µM*,i,-6%,17%,
CN(C)c1nc(Oc2ccc(=O)[nH]n2)nc(N2CCOCC2)n1,-2%,-5%,3.2%,4%,-2%,
S=C1Cc2ccccc2C(c2ccc(Cl)cc2)N1 (centres undefined),-2%,-6%,0.1%,-6%,-4%,

# 2 compounds drawn at random from those above, as already listed:
SMILES,Salmonella PhoP GFP,M. tuberculosis HTS,VEEV TC-83 Vero,influenza NS1A,M. tuberculosis,others
CCOc1ccc(NC(=O)CCn2c(=S)oc3ccccc32)cc1,-5%,-10%,0.4%,-7%,13%,
CCC(C)NC(=O)c1c(N)n(/N=C/c2ccccn2)c2nc3ccccc3nc12 (centres undefined),-6%,9.7µM*,i,-6%,17%,

# The listing continues.
SMILES,Salmonella PhoP GFP,M. tuberculosis HTS,VEEV TC-83 Vero,influenza NS1A,M. tuberculosis,others
COc1cccc(C(=O)N2CCN(S(=O)(=O)Cc3ccccc3)CC2)c1,-6%,-2%,0.6%,3%,-1%,
CCOC(=O)c1[nH]c2cc3c(cc2c1NC(=O)CN1CCCC1)OCO3,3%,-3%,1.8%,6%,-7%,
O=C(Cn1cnc2c(cnn2-c2ccccc2)c1=O)NCc1ccccc1,0%,-7%,i,5%,1%,
CCOC(=O)/C=c1\s/c(=C(\C#N)C(N)=O)n(-c2ccccc2)c1=O,14%,-5%,i,1%,3%,
O=C(CSc1nc2ccccc2[nH]1)NCc1ccc2c(c1)OCO2,-10%,-2%,1.1%,1%,13%,
O=[N+]([O-])c1cc(Cl)ccc1Sc1ccccn1,5%,3%,i,7%,-6%,
O=C(Oc1ccc2c(c1)OCC2=O)c1ccccc1,-5%,-7%,0.3%,2%,18%,
Cc1occc1-c1nnc(SCC(=O)NCc2cccs2)n1CC1CCCO1 (centres undefined),·,·,0.1%,2%,·,
O=C(COC(=O)c1ccc([N+](=O)[O-])cc1)Nc1ccccc1C(=O)NC1CC1,·,-2%,i,-3%,-3%,
NS(=O)(=O)c1ccc(CCNC(=O)c2ccccc2[N+](=O)[O-])cc1,-6%,1%,2.0%,-6%,-1%,
O=C(NCc1cccnc1)c1c(O)c2cccc3c2n(c1=O)CCC3,-18%,2%,6.3%,10%,47%,
COc1ccc(C(=O)N2CCCC2=O)cc1,-2%,-2%,1.2%,-3%,-2%,
CN1C2CCC1/C(=C\c1ccc(F)cc1)C(=O)/C2=C/c1ccc(F)cc1,-5%,-16%,1.0%,28%,-12%,
Cc1ccc(Oc2ccc(Cl)cc2N)cc1,5%,1%,6.0%,-20%,43%,
